High-throughput results: PubChem BioAssay, several laboratories
SUMO1 PPI mod – SUMO1-SIM interaction modulation; P63165; SUMO1 binding to a labelled peptide, TR-FRET, 1 h; inhibition, % at 20 µM; hit rate 0.33% among 360,000; AID 602429; in the data active = inhibition above about 37%
Scp-1 inhibitor – Scp-1 (human) phosphatase inhibition; hit rate 0.88% among 340,000; AID 493091; Recombinant Scp1, phosphopeptide, malachite green phosphate absorbance; inhibition, % at 20 µM; Q9GZU7;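 active = inhibition above about 50% at 20 µM, limit read from the data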;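 note: plate controls were DMSO wells with enzyme for no effect and wells lacking enzyme for full effect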
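Test system – truncated SCP-1 phosphatase (76-261aa) · Reagent – Phosphorylated 17-residue peptide substrate · Incubation – 45 min room-temperature reaction, 5 min colour, 30 min stabiliser · Detection – colorimetric phosphate reagent with accelerator and stabiliser, absorbance at 630 nm · Measure – % inhibition at 20 µM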
DNMT1 block – DNMT1 (human) enzyme inhibition; DNMT1 molecular beacon, Hinp1I cleavage, fluorescence; hit rate 0.83% among 360,000; P26358; inhibition (reported as % activation of signal), % at 10 µM; AID 588458; in the data active = inhibition above about 50%
Tb MetRS inh – Trypanosoma brucei MetRS inhibition | hit rate 0.4% among 360,000 | purified T. brucei MetRS, ATP depletion, Kinase-Glo luminescence | inhibition, % at 11.9 µM;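 active = inhibition above a per-plate cutoff of the control wells' mean inhibition plus 3 SD, cut at about 5.5% in these data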;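 note: 0% = DMSO wells median and 100% = median of wells with control inhibitor compound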
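Test system – parasite MetRS enzyme · Reagent – substrates ATP, L-methionine and bulk Escherichia coli tRNA · Doses – 11.9 µM compound single dose, 0.9% DMSO · Times – 15 min enzyme-compound preincubation, 2 h reaction, 10 min detection, 25 °C · Signal – Kinase-Glo luminescence, ATP depletion format · Controls – DMSO-only wells as low control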
STEP inh – STEP (human) phosphatase inhibition; recombinant STEP, OMFP fluorogenic substrate, fluorescence; inhibition, % at 20 µM; hit rate 0.25% among 360,000;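 active = inhibition at 20 µM, scaled per plate between control wells, above about 37%, limit read from the data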;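 note: 0% = DMSO with enzyme and substrate and 100% = substrate only without enzyme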
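Measure: Control-normalized % inhibition with plate pattern correction | Test system: STEP phosphatase, cell-free reaction | Medium: pH 6.0 Bis-Tris with DTT and Tween 20 | Technique: Fluorescence, 480/540 nm | Times: Reaction 20 min, ambient temperature | Doses: Single compound dose of 20 µM, 1% DMSO final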
LMPTP inh – blocks human LMPTP phosphatase; recombinant LMPTP-A, OMFP fluorogenic substrate, fluorescence intensity; inhibition, % at 20 µM; P24666; AID 651560; hit rate 0.22% among 360,000;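 active = compounds that cut the enzyme signal by at least half of the control window in the single-dose screen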;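 note: plate controls were DMSO wells with enzyme plus substrate for no effect and substrate without enzyme for full effect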
Target sequence (P24666 whole entry, looked up): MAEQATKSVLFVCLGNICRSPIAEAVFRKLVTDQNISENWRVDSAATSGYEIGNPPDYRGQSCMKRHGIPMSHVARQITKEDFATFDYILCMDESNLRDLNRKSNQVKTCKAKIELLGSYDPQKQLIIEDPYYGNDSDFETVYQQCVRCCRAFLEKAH
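Assay system: LMPTP-A phosphatase enzyme | Input: 0.625 nM enzyme | Also added: Fluorogenic phosphatase substrate OMFP at 400 µM final | Compound dosing: One test concentration per compound, 20 µM, with 3% DMSO overall | Schedule: 50 min enzyme reaction at room temperature, protected from light | Signal: Fluorescence intensity | Benchmarks: no-enzyme and uninhibited controls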
NadD inh – NadD (S. aureus) enzyme inhibition; purified NadD enzyme, colorimetric absorbance read-out; inhibition, % at 20 µM; hit rate 0.78% among 360,000; in the data active = inhibition above about 26%; note: some compounds past the cut are filed as inactive
SKN-1 inh – C. elegans SKN-1 inhibition. hit rate 0.49% among 360,000. C. elegans VP596 Pgst-4::GFP/RFP ratio, acrylamide-induced, 24 h. inhibition, % at 21.8 µM;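 active = interference check ratio from 0.5 to 1.5 plus GFP to RFP signal ratio inhibition reaching or exceeding a fixed threshold, cut at about 30% in these data, passing the limit was not always enough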; note: some compounds called inactive have numbers as strong as hits
CendR NRP1 mod – modulators of CendR peptide binding to human neuropilin-1; O14786; FAM-RPARPAR peptide binding to NRP-1, fluorescence polarization; inhibition, % at 25 µM; hit rate 0.85% among 360,000;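 active = inhibition or corrected inhibition above about 18%, plus a signal ratio from 0.5 to 1.5, limit read from the data, passing the limit was not always enough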; note: strong numbers were not always called active
Target sequence (O14786 whole entry, looked up): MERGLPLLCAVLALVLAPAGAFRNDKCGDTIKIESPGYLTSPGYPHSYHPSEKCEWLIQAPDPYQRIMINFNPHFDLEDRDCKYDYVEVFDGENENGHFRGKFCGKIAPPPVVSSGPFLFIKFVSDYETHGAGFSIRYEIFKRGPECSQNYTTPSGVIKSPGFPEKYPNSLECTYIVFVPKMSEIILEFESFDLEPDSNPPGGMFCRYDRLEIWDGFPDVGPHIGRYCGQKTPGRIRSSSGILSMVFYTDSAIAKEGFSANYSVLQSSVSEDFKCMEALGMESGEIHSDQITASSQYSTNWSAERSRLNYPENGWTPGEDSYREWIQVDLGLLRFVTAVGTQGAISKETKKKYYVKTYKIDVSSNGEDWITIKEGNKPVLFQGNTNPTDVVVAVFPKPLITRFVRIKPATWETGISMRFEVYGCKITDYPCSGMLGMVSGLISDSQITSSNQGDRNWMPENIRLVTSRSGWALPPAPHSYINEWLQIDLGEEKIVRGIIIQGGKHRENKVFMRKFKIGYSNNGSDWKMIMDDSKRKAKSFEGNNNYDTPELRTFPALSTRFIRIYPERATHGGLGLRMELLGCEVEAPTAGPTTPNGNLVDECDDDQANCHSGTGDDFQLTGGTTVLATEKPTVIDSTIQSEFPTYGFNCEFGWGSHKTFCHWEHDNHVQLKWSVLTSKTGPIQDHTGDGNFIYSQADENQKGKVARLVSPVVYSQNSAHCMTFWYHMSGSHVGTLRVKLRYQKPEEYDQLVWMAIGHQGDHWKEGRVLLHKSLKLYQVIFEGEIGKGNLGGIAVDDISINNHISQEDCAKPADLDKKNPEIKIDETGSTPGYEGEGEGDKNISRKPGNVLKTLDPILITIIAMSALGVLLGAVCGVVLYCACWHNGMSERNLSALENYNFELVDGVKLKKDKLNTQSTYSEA
Neddyl block – blocks human cullin neddylation. hit rate 0.58% among 360,000. TR-FRET cullin neddylation, biochemical. P61081+Q13564. calls only at 25 µM; in the data active = inhibition above about 36%
An asterisk follows results filed as active; i = inactive; · = no result given; + = active, no number.

Order of results: CendR NRP1 mod	Neddyl block	NadD inh	STEP inh	DNMT1 block	SKN-1 inh	Tb MetRS inh	Scp-1 inhibitor	SUMO1 PPI mod	LMPTP inh
COc1cc(SC)ccc1C(=O)NNC(=O)C1COc2ccccc2O1 (stereo unspecified)
 : 0	i	0	6	2	9	-0.2	56*	-1	-1.3
COc1ccc(-c2csc3ncn(Cc4ccccc4)c(=O)c23)cc1
 : 2	i	-7	-3	1	-9	-1.3	-5	7	0.7
Cc1cc(C)nc(SC2CC(=O)N(c3ccc(C)c(C)c3)C2=O)n1 (stereo unspecified)
 : 20	i	-4	-2	2	-14	-1.0	1	-2	-1.5
CCOC(=O)N1CCN(S(=O)(=O)c2ccc(C(=O)N(CCCN(C)C)c3nc4c(C)c(C)ccc4s3)cc2)CC1
 : -13	i	-3	1	0	8	-0.4	-1	-1	-0.6
O=C(NCc1cccc(Br)c1)C1CC2Cn3c(nc4ccccc43)C2N1Cc1ccccc1 (stereo unspecified)
 : 0	i	2	0	-1	14	0.3	-5	4	1.0
O=C(Oc1cccnc1)c1ccc([N+](=O)[O-])cc1
 : 3	i	5	-2	-3	-8	-0.8	3	-20	-2.4
CCCCC(=O)N(C)c1c(CC)nc2c(OCCOC)cccn12
 : 4	i	2	0	3	-3	0.0	·	-3	-0.5
COc1ccc([C@@H]2C[C@@H](c3ccccc3)Oc3cc(C)cc(C)c32)cc1
 : 14	i	-5	5	0	-3	-0.3	-6	6	2.6
CCCCOCC(O)CCc1n[nH]c(=S)n1-c1ccccc1 (stereo unspecified)
 : -5	i	2	0	1	-2	-0.2	0	-1	-1.1
Cc1cccc2c1-c1sc(C(=O)N3CCc4ccccc4C3)cc1CO2
 : -7	i	1	4	-8	0	-0.1	-16	-3	5.5
Cc1csc2ncc(C(=O)NCc3ccccc3Cl)c(=O)n12
 : -4	i	-2	2	0	2	-0.5	-13	6	-0.6
CCc1ccc(CN(C)C(C)C(=O)Nc2ccc(S(=O)(=O)N3CCCC3)cc2)cc1 (stereo unspecified)
 : -2	i	-5	0	-9	-10	-0.1	-8	2	0.5
C=CCn1c(COc2ccc(Cl)cc2)nnc1SCC(=O)N1CC(=O)Nc2ccccc21
 : 1	i	0	0	-4	6	0.6	-11	0	-0.5
Cc1ccc(-c2nnn(CC(=O)N(c3ccccc3)C(C(=O)NC3CCCC3)c3ccco3)n2)o1 (stereo unspecified)
 : 2	i	-5	4	16	-16	-0.6	-6	1	-2.7
Cc1ccc2nc(SC(C)C(=O)N3CCCC3)[nH]c2c1 (stereo unspecified)
 : 8	i	-7	0	1	-6	1.4	6	-1	0.4
COc1cccc(-n2nnc3c(=O)n(CC(=O)Nc4ccc(C)cc4)cnc32)c1
 : 4	i	14	0	45	17	-0.5	-2	0	-0.3
O=C(CCC(=O)OCC(F)(F)C(F)F)Nc1ccc(F)cc1F
 : -1	i	-2	2	5	0	-1.0	2	0	-2.6
CCc1ccc(NC(=O)NNC(=O)CCc2ccccc2)cc1
 : -17	i	-2	-1	3	-23	-0.1	0	1	-0.5
COC(=O)c1ccc(NC(=S)NCCCN2CCCC2=O)cc1
 : 4	i	4	18	-2	6	0.5	0	13	-1.7
CC[n+]1ccc(C)c2cc(SC(F)(F)F)ccc21
 : 9	i	-9	0	-4	3	0.0	-7	-24	0.1

Next part.
Order of results: CendR NRP1 mod	Neddyl block	NadD inh	STEP inh	DNMT1 block	SKN-1 inh	Tb MetRS inh	Scp-1 inhibitor	SUMO1 PPI mod	LMPTP inh
CC(=O)C1CCC2C3CCC4=CC(=O)C=CC4(C)C3C(=O)CC12C (stereo unspecified)
 : -6	i	0	2	0	0	-0.4	6	1	0.4
O=C(O)c1ccccc1C(=O)Nc1ccc(-n2ccc(C(F)(F)F)n2)cc1
 : 6	i	-8	-1	3	-5	-0.3	-10	-3	-1.1
CCN1CCN(c2ccc(Cl)cc2NC(=O)c2ccc(-n3nc(C)cc3C)cc2)CC1
 : -3	i	-10	-1	-7	4	-0.3	-2	0	-0.1
Cc1nc2ccccc2nc1CN1CCC(CO)(CC2CCCCO2)CC1 (stereo unspecified)
 : -7	i	0	0	-1	11	-0.3	-1	0	-0.9
Cc1ccccc1NC(=O)COC(=O)C1CC2CCCC(C1)C2=O (stereo unspecified)
 : 2	i	-7	-3	1	-1	-0.3	-6	2	-1.6
Cc1cc2ccccn2c1C(=O)c1cccc([N+](=O)[O-])c1
 : 2	i	-11	3	-1	10	-0.5	-9	-18	0.8
Cc1cc2c(NC3CCCCC3)ncnc2s1
 : -1	i	-6	0	1	2	0.0	-7	2	-0.9
O=C1C=C(c2ccc(Cl)c(C(F)(F)F)c2)C[C@@H](c2ccc3c(c2)OCO3)C1
 : 1	i	-5	3	0	-4	-0.4	1	-4	4.6
C=CCC1C=CCC(CC=C)N1C(=O)c1ccccc1[N+](=O)[O-] (stereo unspecified)
 : 1	i	0	1	3	12	0.9	-7	0	0.9
COc1ccc(NS(=O)(=O)c2ccc(N3CCCC3=O)cc2)cn1
 : 3	i	-2	-3	2	1	0.4	-5	-1	-0.6
CC1(C)C(CO)=CC(=O)C2=C1SCC(=O)N2
 : -3	i	3	-2	2	6	-0.2	-6	-4	-1.3
Cc1ccc(OCC(=O)Nc2ccc(N3CCOCC3)cc2)c([N+](=O)[O-])n1
 : 7	i	-5	1	0	6	0.6	-5	-23	-0.9
CCOc1ccc(S(=O)(=O)NCc2cccnc2)cc1
 : 17	i	0	0	3	16	0.3	-9	-2	-0.7
Cc1c(NC(=O)C(C)Oc2ncnc3ccccc23)c(=O)n(-c2ccccc2)n1C (stereo unspecified)
 : -13	i	3	-4	3	8	-0.7	1	-1	-1.9
CC(C)N(Cc1nc(-c2ccccc2)no1)C(=O)CCCN1C(=O)c2ccccc2C1=O
 : -6	i	-2	-1	-3	14	-0.8	-8	-5	1.0
Cc1cc(S(=O)(=O)NC2CCCCC2)ccc1OCC(=O)NCC1CCCO1 (stereo unspecified)
 : 1	i	-4	-1	-1	-5	-1.0	-3	-1	1.2
CN(C)C1CCN(C(=O)c2cccc(OC3CCN(S(=O)(=O)N(C)C)CC3)c2)C1 (stereo unspecified)
 : -14	i	1	0	1	5	-0.2	-5	3	-0.3
O=C(Nc1cccc(S(=O)(=O)N2CCCCC2)c1)c1ccc2c(c1)OCO2
 : -2	i	-4	5	-2	11	-0.7	-4	14	0.3
CC/C(=N\NC(=S)Nc1ccc(OC)cc1)c1ccc(OC(F)F)cc1
 : -1	i	1	-2	-11	-8	-0.3	-5	-1	1.9
S=c1[nH]nc([C@@H]2C[C@H]2c2ccccc2)n1-c1ccccc1
 : 5	i	4	-1	6	4	0.4	-4	-5	-0.8

The list goes on:
Order of results: CendR NRP1 mod	Neddyl block	NadD inh	STEP inh	DNMT1 block	SKN-1 inh	Tb MetRS inh	Scp-1 inhibitor	SUMO1 PPI mod	LMPTP inh
O=c1cc(NCc2ccco2)[nH]c(=O)n1-c1ccc(Br)cc1
 : -12	i	2	0	22	5	0.2	2	8	0.7
CCN(CC)S(=O)(=O)c1ccc(NC(=O)CCC2CCCCC2)cc1
 : -3	i	0	1	-1	0	0.4	0	1	2.4
CCOc1ccc(NC(=S)NN2C(C)CCCC2C)cc1 (stereo unspecified)
 : -14	i	0	3	-2	-1	-0.2	-8	0	-2.1
CCCCN(C)C1=CC2=CC(=C(C#N)C#N)CCC2CC1 (stereo unspecified)
 : 138	i	4	-271	+	-48	1.6	-5	19	2.6
O=C(Nc1ccc2oc(=O)ccc2c1)c1ccc(-c2ccc(Cl)cc2)o1
 : -2	·	25	3	42	-1	-0.6	0	-3	5.8
Cc1ccc(NC(=O)c2ccc(F)cc2F)cc1
 : 3	i	-2	0	8	41*	0.0	-3	4	-1.3
CC[C@]1(C(=O)OC)[C@H]2C(=O)N(C)C(=O)[C@H]2[C@H]2CN=C(SCc3ccc(C#N)cc3)N21
 : -8	i	3	2	1	-6	-1.9	4	3	-0.4
COc1ccc(/C=C2\SC(=O)N(CCNC(=O)C3=COCCO3)C2=O)cc1
 : -13	i	-1	-1	1	9	0.1	2	-37	-0.1
COc1ccccc1-n1cnnc1SC1CCOC1=O (stereo unspecified)
 : 16	i	3	0	1	-14	-0.1	-12	2	-1.5
CCCOC(=O)/C(=C\c1ccc([N+](=O)[O-])o1)NC(=O)c1ccccc1
 : -13	i	3	-1	4	2	-0.1	-3	-16	0.0
O=C1NCCCC1C(=O)N/N=C/c1ccc(Cl)cc1 (stereo unspecified)
 : 14	i	-4	0	-6	-4	0.5	-11	-4	-0.6
Cc1sc(-n2c(C)cc(/C=C3\SC(=S)NC3=O)c2C)c(C#N)c1C
 : -192	i	25*	1	16	15	-0.2	18	15	1.3
Cc1ccc(CSc2ncnc3c2cnn3Cc2ccccc2)cc1C
 : -6	i	-1	3	8	22	-0.4	-1	0	1.4
O=C(OCc1cc2ccccc2[nH]c1=O)c1ccncc1
 : 32*	i	-3	-2	-1	1	-0.2	0	2	-0.3
Cc1cccc(N2CCN(C(=O)c3cc(S(=O)(=O)N4CCOCC4)cn3C)CC2)c1C
 : 1	i	-2	-1	-1	10	0.1	-3	-3	-0.8
O=C(O)Cc1cn(Cc2cccc(Cl)c2)c2ccccc12
 : 2	i	1	-1	0	-2	-1.9	7	3	-0.6
COCCN1C2=C(C(=O)CC(C)(C)C2)C(c2ccc(OC)c(OC)c2)C2=C1CC(C)(C)CC2=O
 : -9	i	-2	-4	1	-2	-0.5	-3	-9	0.1
c1ccc2c(CCNc3ncnc4nc[nH]c34)c[nH]c2c1
 : -8	i	-3	2	1	-13	0.4	-16	7	-1.5
CC[C@@]12C(=O)N(c3cccc(C)c3)C(=O)N1[C@H](c1ccc(OC)cc1)[C@@H]1C(=O)N(C(C)(C)C)C(=O)[C@@H]12
 : 15	i	-4	-1	2	8	-0.2	-4	0	-1.3
O=C(CCn1c(=S)oc2ccccc21)Nc1cc([N+](=O)[O-])ccc1F
 : -1	i	-8	-1	0	-11	-0.4	-10	-17	-1.0

An excerpt from above in order of SMILES length, lowest first.
Order of results: CendR NRP1 mod	Neddyl block	NadD inh	STEP inh	DNMT1 block	SKN-1 inh	Tb MetRS inh	Scp-1 inhibitor	SUMO1 PPI mod	LMPTP inh
Cc1ccc(NC(=O)c2ccc(F)cc2F)cc1
 : 3	i	-2	0	8	41*	0.0	-3	4	-1.3
CCOc1ccc(NC(=S)NN2C(C)CCCC2C)cc1 (stereo unspecified)
 : -14	i	0	3	-2	-1	-0.2	-8	0	-2.1
O=C(Nc1ccc2oc(=O)ccc2c1)c1ccc(-c2ccc(Cl)cc2)o1
 : -2	·	25	3	42	-1	-0.6	0	-3	5.8
O=C(CCn1c(=S)oc2ccccc21)Nc1cc([N+](=O)[O-])ccc1F
 : -1	i	-8	-1	0	-11	-0.4	-10	-17	-1.0
